CYP2C9 inh: blockers of cytochrome P450 2C9 activity – biochemical, luminescence, ADME assay, primary screen; AID 777, 2007; CYP2C9 Supersomes, luciferin-H conversion; 96,000 tested, 20% active; inhibition, % at 5 µM; P11712;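 active = blocking of liver enzyme CYP2C9 beyond about 50% at 5 µM, limit read from the data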; also: values of inactives mirror those of a sister screen read the other way
MT1-MMP txn act: MT1-MMP promoter reporter activation – cell-based, luciferase luminescence, primary screen; HT1080 MT1-MMP promoter luciferase reporter, overnight; stronger effect = higher value; activation factor at 10 µM; 86,000 tested, 0.16% active; AID 750, 2007;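 active = activation factor of at least 2 for MT1-MMP transcription at 10 µM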
PLAP activator: PLAP enzyme activators, biochemical, luminescence, HTS; purified PLAP enzyme, luminescent substrate read-out; stronger effect = higher value; activation fold at 20 µM; 96,000 tested, 1.2% active; AID 696, 2007; in the data active = activation fold above about 2
Target sequence (P05187 whole entry, looked up): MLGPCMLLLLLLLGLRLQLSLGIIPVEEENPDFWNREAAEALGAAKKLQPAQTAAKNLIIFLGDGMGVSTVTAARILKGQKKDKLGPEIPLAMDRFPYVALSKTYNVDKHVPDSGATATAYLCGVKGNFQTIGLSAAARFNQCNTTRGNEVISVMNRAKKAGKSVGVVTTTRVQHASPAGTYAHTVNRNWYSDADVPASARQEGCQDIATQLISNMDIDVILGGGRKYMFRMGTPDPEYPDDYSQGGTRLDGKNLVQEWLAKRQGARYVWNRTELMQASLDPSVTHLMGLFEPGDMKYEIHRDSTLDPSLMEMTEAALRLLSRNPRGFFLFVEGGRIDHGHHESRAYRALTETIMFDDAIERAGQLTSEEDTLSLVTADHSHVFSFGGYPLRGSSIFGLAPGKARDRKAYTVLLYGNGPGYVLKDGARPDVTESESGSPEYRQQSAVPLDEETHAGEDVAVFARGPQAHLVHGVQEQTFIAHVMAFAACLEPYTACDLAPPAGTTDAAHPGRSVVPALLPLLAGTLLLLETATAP
CD11b adhes enh: enhancers of CD11b/CD18 adhesion to fibrinogen, primary screen, K562 cells, luminescence | ATPlite luminescence | 93,000 tested, 0.07% active | activation, % at 10 µM | Integrin beta-2 (Homo sapiens) + Integrin alpha-M (Homo sapiens), P05107+P11215;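 active = 10 µM primary screen giving 50% or more activity, confirmed by 40% or more on retest at that dose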; also: strong numbers were not always called active; reference of the scale not given here
PTK2B oligo ant: antagonists of Pyk2 self-association, primary screen, Q293 cells, FERM NanoBiT luminescence, HTS | 99,000 tested, 0.83% active | stronger effect = lower value | z-score (the deposit names both 25 µM and 10 µM) | Protein-tyrosine kinase 2-beta (Homo sapiens), Q14289;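 active = Z-score of -3 or lower, scaled per plate to the spread of control and sample wells; inactive = z-score above -3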;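 also: negative z-score means lost luminescence so less FERM oligomerization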
CYP2C19 act: human CYP2C19 activators, primary screen, biochemical, luminescence | 96,000 tested, under 10 active | recombinant CYP2C19, luciferin-H EGE luminescence; stronger effect = higher value; 0 = fully inhibited enzyme, 1 = untreated enzyme | activation factor at 5 µM;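 active = activation factor of at least 2 at 5 µM in the primary screen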;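 also: 0 = wells with 2.5 mM tranylcypromine and 1 = vehicle-only wells; values of inactives mirror those of a sister screen read the other way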
Target sequence (P33261 whole entry, looked up): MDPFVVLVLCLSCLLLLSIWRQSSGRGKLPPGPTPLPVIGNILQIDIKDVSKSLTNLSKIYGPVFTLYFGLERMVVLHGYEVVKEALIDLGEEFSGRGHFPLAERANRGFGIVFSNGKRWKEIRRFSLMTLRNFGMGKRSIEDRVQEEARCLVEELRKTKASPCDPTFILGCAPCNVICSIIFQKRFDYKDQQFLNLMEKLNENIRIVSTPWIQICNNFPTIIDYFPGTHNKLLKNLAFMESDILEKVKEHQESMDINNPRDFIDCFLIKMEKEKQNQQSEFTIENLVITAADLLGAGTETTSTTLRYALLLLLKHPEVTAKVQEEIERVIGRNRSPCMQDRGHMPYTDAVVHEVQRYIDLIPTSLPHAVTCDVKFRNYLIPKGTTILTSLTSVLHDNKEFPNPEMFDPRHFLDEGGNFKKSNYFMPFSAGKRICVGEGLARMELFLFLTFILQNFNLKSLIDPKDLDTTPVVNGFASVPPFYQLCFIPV
CD11b adhes inh: inhibitors of CD11b/CD18 adhesion to fibrinogen, primary screen, K562 cells, luminescence; ATPlite luminescence; Mn2+ added to activate the integrin; inhibition, % at 10 µM; Integrin beta-2 (Homo sapiens) + Integrin alpha-M (Homo sapiens), P05107+P11215; 93,000 tested, 0.54% active; AID 1497, 2009;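 active = primary inhibition of 50% or more at 10 µM, then 40% or more on retest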; also: some results filed as inactive read as strong as hits
CYP2C19 inh: blockers of cytochrome P450 2C19 activity – biochemical, luminescence, ADME assay, primary screen. P33261. CYP2C19 Supersomes, luciferin-H EGE luminescence, 30 min. inhibition, % at 5 µM. 96,000 tested, 21% active. AID 778, 2007;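 active = CYP2C19 inhibition above a set limit at 5 µM in the primary screen, cut at about 50% in these data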;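 also: plate controls were negative control wells for no effect and 2.5 mM tranylcypromine positive control for full effect; values of inactives mirror those of a sister screen read the other way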
CYP2C9 act: human CYP2C9 activators, primary screen, biochemical, luminescence | activation factor at 5 µM | recombinant CYP2C9, luciferin-H conversion; stronger effect = higher value; factor 1 = untreated enzyme, 0 = blocked | 96,000 tested, 1.4% active;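 active = activation factor of 2 or more for CYP2C9 at a 5 µM dose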;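 also: 0 = sulfaphenazole-blocked wells and 1 = vehicle-only wells; values of inactives mirror those of a sister screen read the other way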
The depositor's hits bear a star; · = not tested or not shown. Compounds as they come; overall some 31% were active at least once.

SMILES	CYP2C9 inh	MT1-MMP txn act	PLAP activator	CD11b adhes enh	PTK2B oligo ant	CYP2C19 act	CD11b adhes inh	CYP2C19 inh	CYP2C9 act
Cc1ccc(NC(=O)CSCC(=O)O)c(C)c1	-6	1.2	1.1	-5	-0.04	1.1	-7	-11	1.1
O=C(c1nn2c(C(F)(F)F)cc(-c3ccco3)nc2c1Br)N1CCCc2ccccc21	76*	0.6	1.4	-4	-0.36	0.2	-9	79*	0.2
CC(C)c1ccc(-c2c(C#N)c(N)nc(SCC(=O)N3CCCCC3)c2C#N)cc1	46	1	0.8	20	-0.03	0.8	-17	21	0.5
Cc1cc(NC(=O)CSc2nc3ccccc3c(=O)n2CCCC(=O)NCc2ccccc2)n[nH]1	78*	0.9	1.8	·	-0.25	0.1	·	87*	0.2
FC(F)(F)c1cnc(Sc2nnc(-c3cccs3)n2CC2CCCO2)c(Cl)c1 (centres undefined)	-7	·	1.4	-2	0.45	0.1	6	89*	1.1
CCOC(=O)c1c(C)[nH]c(C)c1C(=O)COC(=O)c1ccc(S(=O)(=O)N(CC)CC)cc1	97*	1.1	1.3	-2	-1.5	0.2	27	84*	0
O=C(Nc1ccc(N2CCCCC2)c(Cl)c1)c1ccc(N2CCOCC2)c([N+](=O)[O-])c1	42	·	1.4	·	-0.29	0.5	·	52*	0.6
COC(=O)c1ccccc1NC(=O)Cn1c(=O)oc2ccc(Cl)cc21	41	1.2	1	-1	-1.3	0.3	-12	74*	0.6
O=C1C2CCC(C(O)C2)N1Cc1ccccc1 (centres undefined)	-23	1	1	·	1.5	0.8	·	23	1.2
COc1ccc(-c2nsc(SCC(=O)Nc3cc(C)on3)n2)cc1	54*	0.9	0.8	4	0.17	0.6	12	42	0.5

Three entries from above, ordered by SMILES length, lowest first:
SMILES	CYP2C9 inh	MT1-MMP txn act	PLAP activator	CD11b adhes enh	PTK2B oligo ant	CYP2C19 act	CD11b adhes inh	CYP2C19 inh	CYP2C9 act
COc1ccc(-c2nsc(SCC(=O)Nc3cc(C)on3)n2)cc1	54*	0.9	0.8	4	0.17	0.6	12	42	0.5
COC(=O)c1ccccc1NC(=O)Cn1c(=O)oc2ccc(Cl)cc21	41	1.2	1	-1	-1.3	0.3	-12	74*	0.6
Cc1cc(NC(=O)CSc2nc3ccccc3c(=O)n2CCCC(=O)NCc2ccccc2)n[nH]1	78*	0.9	1.8	·	-0.25	0.1	·	87*	0.2

Carrying on:
SMILES	CYP2C9 inh	MT1-MMP txn act	PLAP activator	CD11b adhes enh	PTK2B oligo ant	CYP2C19 act	CD11b adhes inh	CYP2C19 inh	CYP2C9 act
COC(=O)c1cc(NC(=O)CSc2nc(C)cc(=O)[nH]2)cc(C(=O)OC)c1	13	1.2	1.1	0	-0.04	1.2	31	-20	0.9
N#Cc1nc(-c2ccco2)oc1N1CCN(c2cccc(Cl)c2)CC1	69*	1	1	·	0.83	0.2	·	76*	0.3
CC1=CC(C)(C)N(C(=O)CSc2ncn[nH]2)c2ccc(C)cc21	55*	0.9	·	-3	0.2	0.1	1	89*	0.4
c1cncc(-c2nc3ccccn3c2Nc2ccc3c(c2)OCCO3)c1	42	1.3	0.9	-8	·	0.6	13	42	0.6
COc1ccc(S(=O)(=O)N2CCOCC2)cc1C(=O)Nc1cc(C)on1	-31	1.1	0.9	2	0.09	1.1	-7	-11	1.3
CSc1ccc(-c2cc(=O)c3ccccc3o2)cc1	45	1.8	1.2	4	-0.76	0.6	-35	42	0.6
COc1ccccc1CNC(=O)CNCC1CCCO1 (centres undefined)	-30	1	1.1	-3	0.5	0.6	-3	42	1.3
O=C(C1CCCCC1)N1CCN(C(=O)C2CCCCC2)CC1	-7	1	1.1	-3	-0.1	1.1	-4	-8	1.1
Cc1ccc(C)c(OCC(=O)N/N=C/c2ccsc2)c1	-16	·	0.9	·	-0.78	0.5	·	50	1.2
Cc1nc(N2CCCC2)c2nnn(Cc3ccccc3Cl)c2n1	45	1.2	1.1	4	-0.18	0.1	-3	91*	0.5
COc1ccc(OC)c(Nc2nc(C3CC3)nc3c2nnn3Cc2ccccc2)c1	11	1.2	1.2	·	-0.56	0.7	·	26	0.9
O=C(NCCN1CCOCC1)c1cc2cc(Br)ccc2oc1=O	8	1.2	0.5	-1	-0.05	1	-20	1	0.9
CC(C)=C(NC(=O)c1ccco1)C(=O)NCCc1nc2ccccc2[nH]1	-30	1.4	0.9	-3	0.16	1.1	-4	-12	1.3
CC(C)(NO)/C(=N/O)c1ccc(Br)cc1	10	1.1	1.3	-2	1.1	0.4	-5	64*	0.9
Cc1ccnc(N2CCC(C(=O)NCc3ccc4c(c3)OCO4)CC2)n1	66*	1.2	0.8	22	-0.66	0.6	-7	45	0.3
CC1CN(c2oc(-c3cccs3)nc2C#N)CC(C)O1 (centres undefined)	20	1.1	1.2	·	1.4	0.7	·	34	0.8
CCOC(=O)c1oc2ccc(S(=O)(=O)N3CCOCC3)cc2c1C	22	1.1	1.1	-4	0.59	0.7	2	26	0.8
COCCn1c(SCC(=O)N2CCCC2)nnc1C(C)C	13	1.1	1	0	0.81	1	-4	0	0.9
CC(C)C(=O)Nc1nnc(SCC(=O)NC2CC2)s1	-1	1.1	0.9	-1	-0.31	1.1	-11	-10	1
COC(=O)c1cc(Br)c(=O)n(-c2nccs2)c1	-2	1.2	1	7	-0.13	1	3	5	1
Cn1ncc(C#N)c1NC(=O)c1nn2cccnc2c1Cl	4	1	0.9	-2	0.97	1.1	-18	-11	1
CCC(=O)N(Cc1cc2cc(OC)ccc2[nH]c1=O)c1cc(C)ccc1C	20	1.1	1.1	-3	0.97	1	3	-5	0.8
COc1ccc(C(=O)Nn2c(SCC(=O)NCC3CCCO3)nc3ccccc3c2=O)cc1 (centres undefined)	60*	·	1.2	1	-1.6	0.8	16	19	0.4
O=c1c(=O)n(O)c2ccccc2n1O	-14	1.1	1.1	-6	1.2	1.1	-2	-14	1.1
COc1ccc(/C=C(/C(=O)Nc2ccccc2C(=O)N2CCCC2)c2ccccc2)cc1	6	·	1.5	-3	-1.7	0.6	14	40	0.9
c1ccc2[nH]c(CSc3nnc(-c4ccncc4)o3)nc2c1	81*	1.2	2.2*	1	-0.87	0.2	4	80*	0.2
c1nc(N2CCCCC2)c2[nH]cnc2n1	-12	·	1.2	0	·	1	-4	4	1.1
CC(NC(=O)C1CCCN(S(=O)(=O)c2cccc3nonc23)C1)c1ccccc1 (centres undefined)	53*	1.1	0.9	-1	1.2	0.6	-16	37	0.5
Cc1cc(OCc2nnc(SCC(=O)OC3CCCCC3)o2)ccc1Cl	-9	1.3	0.9	-3	0.34	1	-11	0	1.1
CC(C)C1C(C#N)=C(N)Oc2n[nH]c(-c3cccs3)c21 (centres undefined)	31	1.4	0.9	-3	-1.4	0.5	-4	49	0.7
COc1ccc(CCN(Cc2nc3ccccc3c(=O)[nH]2)C(=O)c2ccco2)cc1OC	42	1	1.1	3	-0.35	0.7	4	33	0.6
CCc1ccc(C(=O)N2CCC(c3nc4ccccc4s3)CC2)cc1	76*	1.1	1	-7	-1.3	0.6	8	39	0.2
O=C(CC1(O)C(=O)Nc2ccccc21)c1ccc(-n2cccc2)cc1 (centres undefined)	10	1.1	0.8	42	1.1	0.9	-9	10	0.9
O=C(NCC1CCCO1)c1nn2c(c1Cl)NC(c1ccc(F)cc1)CC2C(F)(F)F (centres undefined)	23	1.3	1.3	·	-0.75	0.9	·	6	0.8
Cc1cc(OCCOCCN(C)CCO)cc(C)c1Cl	12	1.1	1.3	1	0.83	0.9	-22	11	0.9
C/C(=N\NC(=O)CSCc1ccc(Cl)cc1)c1ccc(NC(=O)c2ccccc2)cc1	24	·	0.8	-2	0.66	0.9	-4	14	0.8
COc1ccc2c(c1)-c1ccccc1S(=O)(=O)N2C	20	1.1	0.9	·	-0.53	0.7	·	28	0.8
CC(C)NC(=O)c1ccc2c(=O)n(C3CCCC3)c(=S)[nH]c2c1	8	1.1	1	11	0.45	1	-14	2	0.9
COC(=O)c1cc2oc(C)cc2n1CC(=O)N(C)c1ccccc1	19	1.1	0.9	3	-0.85	0.4	-18	64*	0.8
O=C(COc1ccc(/C=N/NC(=O)c2ccccc2)cc1)Nc1ccc([N+](=O)[O-])cc1	-3	·	1.1	·	0.21	1.1	·	-12	1
COC(=O)/C(=C/c1cn(C)c2ccccc12)[N+](=O)[O-]	-19	·	0.9	-5	·	1	31	-2	1.2
O=C(Cn1c(-c2ccccc2)noc1=O)Nc1ccc(N2CCCCCC2)cc1	2	1.2	1.1	·	-0.15	1.1	·	-10	1
O=C(CSCc1ccc(F)cc1)Nc1nc2c(s1)CCCC2	41	1	0.9	2	0.11	0.7	-9	30	0.6
CCn1cc(C(=O)NC2CCCCC2C)c(=O)c2ccc(C)nc21 (centres undefined)	-11	1.1	1.1	0	0.02	1.2	-2	-20	1.1
O=C1CC(Cc2ccccc2)C(=O)N1Cc1ccco1 (centres undefined)	0	1	1.2	·	1.1	0.6	·	38	1
CCCOC(=O)C1[C@H]2C(=O)N(CCCOC)C[C@]23C=C[C@H]1O3 (some centres undefined)	-9	1.1	0.8	-4	1.1	1	-34	4	1.1
CCC(c1nnnn1CCOC)N1CCN(C(=O)c2ccco2)CC1 (centres undefined)	10	1.1	1	3	-0.48	0.7	-5	27	0.9
Cn1c(=O)c2c(nc(SCC(=O)NC34CC5CC(CC(C5)C3)C4)n2C)n(C)c1=O	-1	1.1	1.5	1	-0.28	0.8	-1	20	1
Cc1cc(C(=O)CSc2n[nH]c(N)n2)c(C)n1C1CC1	-77	1.3	1.3	-1	-0.45	1.1	5	-14	1.8
C=C1C(C(=O)N2CCOCC2)C1C(=O)N1CCOCC1 (centres undefined)	4	1.2	1.6	2	0.79	1	12	-2	1

(continued)
SMILES	CYP2C9 inh	MT1-MMP txn act	PLAP activator	CD11b adhes enh	PTK2B oligo ant	CYP2C19 act	CD11b adhes inh	CYP2C19 inh	CYP2C9 act
Clc1ccc(CSc2nnc(-c3ccncc3)o2)c(Cl)c1	70*	0.9	0.9	-2	0.54	0.2	-3	81*	0.3
Cc1ccc(NC(=S)NNC(=S)NCc2ccccc2)cc1	94*	1.2	1.1	-4	1.3	0.9	2	12	0.1
Cc1nc(NC(C)c2ccccc2)c2oc3ccccc3c2n1 (centres undefined)	61*	1	1.4	-7	-0.58	0.6	87	44	0.4
Cc1cc(C)nc(-n2nc(C)c(C3(O)C(=O)Nc4ccc(F)cc43)c2N)n1 (centres undefined)	-1	1.1	1.7	-4	0.07	1	2	4	1
Cc1ccc2c(c1)NC(=O)C(CC(=O)NCCCN1CCCC1=O)O2 (centres undefined)	10	1	1.1	-4	·	1	-8	2	0.9
CCCOc1ccc(-c2nnn(CC(=O)OCC)n2)cc1	29	1.3	1.1	3	0.21	0.6	-3	39	0.7
O=C1NC(c2ccccn2)Nc2sc3c(c21)CCC3 (centres undefined)	44	1.5	1	2	-0.18	1	-12	3	0.6
COc1ccc(CN2C(=O)c3cccnc3C2Nc2ccc(C)cc2)cc1 (centres undefined)	63*	1.1	1.6	22	-0.93	0.4	-11	63*	0.4
CC(C)C(=O)NC(c1ccco1)c1ccc2cccnc2c1O (centres undefined)	8	·	1.8	-3	0.77	1	-2	-2	0.9
Fc1ccc(NC(=S)N/N=C/c2ccc(F)c(F)c2)c(F)c1	23	·	0.8	-6	0.72	0.5	-5	54*	0.8
Cc1ccc(S(=O)(=O)NCc2nc3ccccc3[nH]2)cc1	43	1.2	2.3*	2	·	0.5	5	46	0.6
CCCCCCOC(=O)Sc1nc2ccccc2o1	65*	·	1.1	-4	0.52	0.5	29	52*	0.3

Screens as filed in PubChem BioAssay.
